Source: PubChem BioAssay (National Center for Advancing Translational Sciences (NCATS))
EPAC1 antagonist: blocks human EPAC1 exchange factor; 360,000 tested, 0.14% active; Potency, µM (doses to about 115 µM), inactives show at the top dose activity change, negative = inhibition, usual class: inhibitors; AID 720709; EPAC1 GEF assay, Rap1b-BODIPY-GDP exchange fluorescence; O95398;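 note: potency is the fitted concentration of half-maximal effect; plate controls were vehicle for no effect and positive control for full effect; nearly all actives have a fitted effect of over 50% in size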
EPAC1 agonist: EPAC1 (human) agonism; O95398; EPAC1 agonist qHTS, biochemical assay; response scale: 100% = response to 6.5 mM cAMP; Potency, µM (highest dose often 154 µM), for the others: top-dose activation, most hits filed as activators; 360,000 tested, 0.073% active; note: potency is the fitted concentration of half-maximal effect; nearly all actives have a fitted effect of over 60% in size
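Nucleotide exchange by EPAC1 (100 nM) on Rap1B–BODIPY-GDP (250 nM) in the presence of 50 uM GDP is tracked fluorescently at 480/540 nm over 30 min. Signals are normalized to a 6.5 mM cAMP control.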
WRN inhibitor: blocks human WRN helicase; 360,000 tested, 0.46% active; Q14191; Potency, µM (highest dose often 114 µM), for the others: top-dose activity change, negative = inhibition, usual class: inhibitors; WRN helicase unwinding, fluorescent forked duplex, kinetic; note: potency is the fitted concentration of half-maximal effect; % is set by controls: 0 for no effect and ±100 for the full control effect; nearly all actives have a fitted effect of over 55% in size
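Enzyme (20 nM final) and test compound sit together 15 min at room temperature before substrate addition. Substrate is a single-forked duplex oligonucleotide (100 nM) labelled with fluorophore and quencher, with 2 mM ATP; helicase unwinding raises red fluorescence, read kinetically.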
PI5P4Ka inh: PI5P4K alpha (human) kinase inhibition; P48426; PI5P4Kalpha enzyme, ADP-Glo luminescence, 60 min; stronger effect = lower value; max response, %; 330,000 tested, 1.2% active; active = max response of -50% or lower; inconclusive = between -30% and -50%; inactive = -30% or higher; note: value at the top dose of about 77 µM; % is set by controls: 0 for no effect and ±100 for the full control effect
Target sequence (P48426 whole entry, looked up): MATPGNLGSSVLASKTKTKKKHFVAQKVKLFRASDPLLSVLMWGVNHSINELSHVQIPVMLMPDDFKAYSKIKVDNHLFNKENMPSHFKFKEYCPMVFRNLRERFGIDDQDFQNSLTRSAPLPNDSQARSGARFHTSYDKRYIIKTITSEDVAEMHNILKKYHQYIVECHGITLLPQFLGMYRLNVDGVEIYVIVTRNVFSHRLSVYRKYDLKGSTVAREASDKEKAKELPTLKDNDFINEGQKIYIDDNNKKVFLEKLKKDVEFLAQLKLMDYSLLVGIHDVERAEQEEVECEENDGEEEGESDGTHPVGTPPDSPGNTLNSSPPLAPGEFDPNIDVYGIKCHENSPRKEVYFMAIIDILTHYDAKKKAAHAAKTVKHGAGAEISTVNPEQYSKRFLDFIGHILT
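Luminescence from ADP-Glo served as readout of PI5P4Kalpha activity in a qHTS format. Reaction: enzyme, substrate, compound, ATP at 5 microM final, 60 min at RT.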
PLK1 PBD block: inhibitors of human PLK1 polo-box domain binding; P53350; Plk1 PBD binding of FITC phosphopeptide, fluorescence polarization; Potency, µM, inactives show max response, negative = inhibition, usual class: inhibitors; 360,000 tested, 2.8% active; note: potency is the fitted concentration of half-maximal effect; series mostly up to about 57 µM; % is set by controls: 0 for no effect and ±100 for the full control effect; nearly all actives have a fitted effect of over 65% in size
Target sequence (P53350 whole entry, looked up, the tested form may be a part): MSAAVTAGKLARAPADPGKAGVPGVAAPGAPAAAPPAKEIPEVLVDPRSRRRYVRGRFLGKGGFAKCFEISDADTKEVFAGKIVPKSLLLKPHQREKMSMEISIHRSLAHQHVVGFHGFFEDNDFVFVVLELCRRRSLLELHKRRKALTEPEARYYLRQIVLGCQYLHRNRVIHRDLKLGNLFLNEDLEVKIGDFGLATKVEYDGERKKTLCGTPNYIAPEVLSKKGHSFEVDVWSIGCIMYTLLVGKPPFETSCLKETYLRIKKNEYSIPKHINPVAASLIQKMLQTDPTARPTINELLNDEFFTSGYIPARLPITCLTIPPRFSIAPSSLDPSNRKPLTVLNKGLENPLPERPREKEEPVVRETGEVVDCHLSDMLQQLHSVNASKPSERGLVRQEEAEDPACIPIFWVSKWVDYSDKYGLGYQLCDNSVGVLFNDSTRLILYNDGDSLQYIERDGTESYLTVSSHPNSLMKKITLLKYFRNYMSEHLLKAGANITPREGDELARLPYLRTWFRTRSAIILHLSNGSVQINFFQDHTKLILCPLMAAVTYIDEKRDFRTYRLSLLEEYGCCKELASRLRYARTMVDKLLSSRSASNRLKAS
CCT modulator: cytosolic chaperonin activity modulation; purified chaperonin ATPase assay, HTRF ADP detection, 30 min; activity change, % (concentration not given with the values), hits read low; 360,000 tested, 0.3% active; in the data active = activity change below about -30%; note: % is set by controls: 0 for no effect and ±100 for the full control effect
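ATPase activity: ADP formed was measured by HTRF Transcreener (665/615 nm ratio) after 30 min at 37 deg C with 10 uM ATP. Compounds screened at one 76 uM concentration against 40 or 20 nM TRiC in Tris pH 7.4/KCl/MgCl2/DTT buffer.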
Mm-Cpn inhibitor: M. maripaludis TRiC chaperonin inhibition; 330,000 tested, 0.031% active; Potency, µM (highest dose often 76.9 µM), for the others: top-dose activity, negative = inhibition, actives largely listed as inhibitors; purified Mm-Cpn ATPase, ADP Transcreener TR-FRET; note: potency is the fitted concentration of half-maximal effect; % is set by controls: 0 for no effect and ±100 for the full control effect; nearly all actives have a fitted effect of over 80% in size
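Inhibition of chaperonin ATP hydrolysis is measured as reduced ADP production, detected by competitive TR-FRET in which signal falls with ADP. Final enzyme 25 nM and ATP 10 uM, reacted 30 min at 37°C.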
EPAC2 antag: EPAC2 (human) antagonism | Q8WZA2 | EPAC2 GEF exchange of Rap1B-BODIPY-GDP, fluorescence | Potency, µM (titrated, usually from 114 µM), without a hit: at the highest dose activity, negative = inhibition, most hits filed as inhibitors | 360,000 tested, 0.18% active | AID 720708; note: potency is the fitted concentration of half-maximal effect; % is set by controls: 0 for no effect and ±100 for the full control effect; nearly all actives have a fitted effect of over 45% in size; many of its hits are not listed in these tables
* hit, by the source's call; ? = inconclusive; . = not tested or not shown; [ ] = dose if it differs, or a comment. Unless noted, calls come from the whole dose curve; as a rule, active = well fitted curve in the direction sought with a large enough effect; inconclusive = small, poorly fitted or top-dose-only effect, or another doubt; inactive = no such curve, though single readings can be large; an effect the other way counts as inactive or inconclusive. This is a subset (hit frequency here may not be typical).

molecule	EPAC1 agonist	EPAC1 antagonist	PI5P4Ka inh	WRN inhibitor	Mm-Cpn inhibitor	EPAC2 antag	PLK1 PBD block	CCT modulator
NNC(=O)Cn1c2ccccc2c2ccccc21	-13%	-5%	10	14%	-13%	14%	-5%	1.4
COc1ccc2c(c1)C(=O)N(CCc1ccc(S(=O)(=O)NC(=O)NC3CCCCC3)cc1)C(=O)C2(C)C	-9%	-4%	7	-2%	-8%	-14%	-1%	-0.9
COc1ccc(NC(=O)Nc2ccccc2F)cc1	-6%	8%	.	-6%	-2%	10%	-1%	-6.2
Cn1c(=O)n(C)c2cc(C(=O)Nc3ccc(Br)cc3)ccc21	-11%	-27%	12	-15%	-1%	13%	-8%	-2.3
Cc1ccc(C)c(N(CC(=O)N2CCCCCC2)S(C)(=O)=O)c1	21%	5%	2	-4%	3%	2%	5%	-0.2
Fc1cccc(-n2ncc(-c3nnnn3-c3ccccc3)c2C(F)(F)F)c1	0%	?	9	0%	1%	-11%	-7%	-2.6
O=C(Nc1ccc(F)c(F)c1)c1ccc2c(c1)OCO2	2%	15%	.	-5%	-5%	4%	-9%	-2.0
CCOc1ccc(NC(=O)Nc2nc(SCC)ns2)cc1	-4%	9%	5	7%	0%	8%	5%	2.6
COc1ccc(S(=O)(=O)Cc2ccc(C(=O)NCc3ccccc3)o2)cc1	-5%	-3%	1	-3%	0%	1%	-10%	-3.2
Cc1ccccc1NS(=O)(=O)c1c(C(=O)N2CCCCCC2)c(C)n(C)c1C	-15%	-22%	-2	7%	1%	-9%	?	1.4
COCOc1ccc(-c2oc3c(C/C=C(\C)CCC=C(C)C)ccc(O)c3c(=O)c2OCOC)c(OCOC)c1	1%	-7%	-1	-5%	.	-16%	3%	-1.5
COc1ccc(/C=C/C(=O)NC(=S)Nc2cc3oc4ccccc4c3cc2OC)cc1	-1%	7%	0	6%	-1%	8%	-5%	-0.3
CCN(CC1CCCN(CCc2cccc(F)c2)C1)C(=O)c1ccc(CSC)o1 (centres undefined)	14%	-2%	4	-25%	-4%	-2%	-4%	-5.8
COc1ccccc1NC(=O)CCn1c(=S)oc2ccccc21	6%	-20%	-1	-10%[57.1 µM]	2%	1%	-6%	0.3
CCOC(=O)CNC(=O)CSc1nc(-c2ccc(OC)cc2)ns1	-3%	1%	-22	-12%	1%	-3%	21µM*	-7.9
CS(=O)(=O)Nc1cccc(-c2cn3ccccc3n2)c1	-15%	-13%	1	-10%	0%	5%	1%	-0.4
COc1ccc(C(C)(C)C)cc1NC(=O)CN(C)C1=NS(=O)(=O)c2ccccc21	1%	-12%	-3	-2%	.	-19%	-6%	-0.6
CCOC(=O)Cc1csc(Nc2c(C)n(C)n(-c3ccccc3)c2=O)n1	-11%	6%	.	3%[57.1 µM]	-1%	11%	-7%	-0.3
O=C(CCc1ccccc1)Nc1ncc2c(n1)CCCC2=O	-1%	9%	2	-7%	-5%	4%	0%	-3.0
Cc1ccc(S(=O)(=O)N2CCN(C(=O)CSc3n[nH]c(N)n3)CC2)c(C)c1	-13%	18%	-3	1%	-2%	-13%	-13%	-4.5
COc1cccc(CN2CCCC(CNC(=O)c3ccc(F)cc3)C2)c1OC (centres undefined)	0%	-1%	3	10%	-1%	0%	1%	-3.1
Nc1nonc1-n1nnc(C(=O)N/N=C/c2ccncc2)c1CSc1ccc(Cl)cc1	7%	-4%	-2	11%	-2%	10%	-12%	0.2
CC1=CC(C)C2(CO)COC(c3ccccc3O)C1C2C (centres undefined)	-3%	-1%	-4	-5%	1%	0%	-10%	-0.8
O=C(Nn1cnnc1)c1ccc([N+](=O)[O-])cc1Cl	-7%	6%	-2	-5%	.	8%	-2%	-1.7
CC1(O)C(=O)c2ccccc2N(c2ccccc2)C1=O (centres undefined)	-15%	1%	-4	-16%	-1%	25%	-11%	1.1
Brc1ccc2c(c1)C(c1cccnc1)=NNC(c1cccs1)=N2	7%	-3%	5	-18%	-3%	2%	2%	1.1
Cc1cc(NS(=O)(=O)c2ccc(NC(=O)/C=C/c3ccccc3Cl)cc2)no1	-7%	?	-5	-32%	1%	-10%	-21%	-1.4
CCN(CC)CCOc1cc2c(nn1)Oc1ccccc1N2C	12%	4%	.	-5%	-4%	3%	-6%	-3.7
Cc1ccc(S(=O)(=O)N(C)C)cc1-n1c(SCC(=O)Nc2ccc(F)cc2Cl)nc2ccccc2c1=O	19%	-29%	-4	-14%	-12%	-3%	-6%	1.3
COc1cc(/C=N/Nc2nc(=O)[nH]nc2C)cc([N+](=O)[O-])c1O	-6%	-9%	-52*	-11%	-6%	-18%	3%	-0.9
Cc1ccc(S(=O)(=O)NC(=O)C2(C)CCN2C(=O)C2CCCCC2)cc1 (centres undefined)	-10%	-6%	1	5%[57.1 µM]	.	6%	-11%	-1.1
O=C(CN1C(=O)CSc2ccc(S(=O)(=O)N3CCCCC3)cc21)NCc1cccnc1	1%	9%	-1	6%	0%	1%	2%	-0.3
CCCC(=O)N1CCC1(C)C(=O)NS(=O)(=O)c1cccc(C)c1 (centres undefined)	-2%	13%	-9	4%[57.1 µM]	.	6%	-5%	0.3
Cc1cccc(NC(=O)Cn2c(=O)n(CCC(=O)NC3CCCC3)c(=O)c3ccccc32)c1	7%	1%	-6	9%	-4%	4%	-2%	-1.5
CCOc1ccc(NS(=O)(=O)c2ccc3[nH]c(=O)cc(C(=O)O)c3c2)cc1	-4%	-1%	4	-6%	-6%	5%	-7%	1.1
Cn1c(CNc2nc(-c3ccccc3)cs2)nnc1SCC(=O)c1ccccc1	6%	-9%	6	-25%[57.1 µM]	-1%	-7%	-18%	1.0
O=C1c2c(O)cccc2Cc2cccc(O)c21	-8%	0%	-3	-6%	-1%	-10%	-22%	-25
COc1cc(NC(=O)CSCC(=O)Nc2cc(OC)cc(OC)c2)cc(OC)c1	6%	-12%	-2	-2%	-4%	-3%	-11%	0.1
CC(C)CCn1c(S(=O)(=O)O)nc2ccccc21	-8%	5%	-2	-1%	-1%	0%	-1%	-2.1
COCCCn1c(SCC(=O)NCc2ccccc2)nc2ccccc2c1=O	-1%	0%	.	52%[activator]	-1%	0%	1%	-1.1
O=C1c2ccc3c4c(ccc(c24)C(=O)N1CCCCO)C(=O)N(CCCCO)C3=O	1%	-9%	4	-8%[11.6 µM]	-6%	-8%	-5%	-1.0
CC1(Oc2ccc(CC#N)cc2)CCN(Cc2ccccc2OC(F)F)C1 (centres undefined)	-9%	0%	-1	-3%	.	0%	6%	-0.9
Cc1ccccc1C(=O)c1c[nH]c(C(=O)NCc2cccs2)c1	-5%	2%	1	11%	1%	2%	27µM*	1.5
Cc1ccc2c(c1)C(=C(C#N)C#N)C(=O)N2CCN1CCCCC1	-12%	30%[activator]	-11	13%	4%	17%	?	1.1
C/C(=N\NC(=O)CCC(=O)O)c1c(-c2ccccc2)c2cc(Br)ccc2[nH]c1=O	-7%	-21%	1	10%	-1%	14%	-18%	-1.4
CC(=O)N1CCN(c2ccc([N+](=O)[O-])cc2)CC1	9%	2%	1	6%	0%	2%	2%	0.3
CC(C)CC(=O)Nc1ccc([N+](=O)[O-])cc1Cl	3%	-12%	4	-8%	1%	13%	2%	1.7
O=C(NCCc1ccccc1)c1ccc2c(c1)S(=O)(=O)N=C1CCCCCN12	-5%	-2%	-2	6%	-4%	15%	3%	-2.0
Cc1cc(C)c(S(=O)(=O)NCC23C=CC(O2)C2C(=O)N(c4ccccc4)C(=O)C23)c(C)c1 (centres undefined)	6%	8%	.	1%	1%	-6%	-8%	-9.0
CCc1ccc(CN(C(=O)c2ccco2)C2CCS(=O)(=O)C2)cc1 (centres undefined)	1%	1%	-9	6%	3%	-8%	-10%	-2.7

Other records.
molecule	EPAC1 agonist	EPAC1 antagonist	PI5P4Ka inh	WRN inhibitor	Mm-Cpn inhibitor	EPAC2 antag	PLK1 PBD block	CCT modulator
COc1ccc(CCNC(=O)c2cnc3scc(C)n3c2=O)cc1OC	-8%	3%	4	9%	1%	5%	3%	-0.8
CN(C)CCCNc1nc2sc3c(c2c(=O)n1CCc1ccccc1)CCCCC3	8%	7%	10	-13%	-4%	-4%	-7%	1.5
Cc1nn(C)c(C)c1S(=O)(=O)N(CC(=O)NCCCOC(C)C)c1ccc(C(C)C)cc1	0%	-4%	.	0%	1%	-2%	-10%	-1.1
COCCN1C(=O)C(=O)/C(=C(/O)c2ccc(S(=O)(=O)N3CCCCC3)cc2)C1c1ccc(O)c(OC)c1 (centres undefined)	2%	-20%	3	7%	-6%	7%	-18%	-0.5
CCn1c(SCC(=O)Nc2nc(C)cs2)nnc1-c1cccnc1	6%	2%	.	10%	-2%	4%	-5%	-1.4
Cn1nc(C(=O)NNC(=O)c2ccccc2Br)c2ccccc2c1=O	2%	1%	-11	6%	-3%	-3%	-12%	-4.4
COC(=O)C1=C(C)NC(=O)/C1=C\c1cc(C)n(-c2ccc(F)cc2)c1C	6%	-6%	-2	-20%[57.1 µM]	0%	-2%	-9%	1.2
O=C(Nc1ccc2c(c1)N(Cc1ccccc1)C(=O)c1ccccc1S2)NC1CC1	7%	2%	.	-6%	-10%	-6%	2%	0.6
CCc1cccc(C)c1NS(=O)(=O)Cc1ccccc1	3%	-3%	2	-5%	2%	-2%	-2%	0.6
CC(=O)Oc1c(S(=O)(=O)c2ccccc2)c(C)nn1C(C)(C)C	-4%	2%	-4	2%	.	2%	-7%	-1.3
Cc1cccc(-n2ncc3c(N4CCOCC4)ncnc32)c1	-9%	-11%	-6	2%	0%	3%	4%	0.9
CN(C)N1C(N)=C(C#N)C(c2ccc(Br)cc2)C2=C1CCCC2=O (centres undefined)	-3%	9%	-1	3%[57.1 µM]	2%	?	-8%	0.4
COc1ccc(S(=O)(=O)N2CCOCC2)cc1NC(=O)c1ccc(Cl)cc1	-2%	-5%	1	-3%	2%	4%	-13%	-1.5
COCc1cc(C)n(CC(=O)NC(C)c2ccccc2)c(=O)c1C#N (centres undefined)	5%	-14%	6	-6%	2%	-2%	?	1.1
CCCCN1C(=O)NC(NS(=O)(=O)c2ccc(N)cc2)(C(F)(F)F)C1=O (centres undefined)	-5%	-8%	.	-4%	0%	3%	-17%	-3.0
